# DAX1 inh-1: DAX1 (NR0B1) inhibition, primary screen; 370,000 tested, 1.1% active; HEK293T StAR-luciferase reporter, SF-1/DAX-1 repression relief; AID 652010; inhibition, % at 6.8 µM;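 active = inhibition above the mean over all tested compounds plus 3 SD, cut at about 3.6% in these data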;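 note: 0% = DAX-1 cells with DMSO and 100% = cells lacking DAX-1 with DMSO; higher inhibition means more luminescence from relief of DAX-1 repression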
# hgDAF12 agonist: activates the H. glycines DAF-12 receptor ligand-binding domain. 370,000 tested, 1.8% active. HEK293 GAL4-hgDAF12 UAS-luciferase reporter, agonist luminescence; normalized to butyrate control. activation, % at 6.8 µM;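 active = activation above a cutoff set at the mean of all screened compounds plus 3 SD, cut at about 10% in these data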;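 note: 0% = DMSO wells and 100% = sodium butyrate wells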
# GC-A act: GC-A (human) enzyme activation; P16066; HEK293 GC-A cells, cGMP TR-FRET, EC30 ANP; 0% at EC30 ANP, 100% saturating ANP; activation, % at 10 µM; 370,000 tested, 0.14% active; in the data active = activation above about 40%
# DAX1 inh-2: inhibitors of human orphan nuclear receptor DAX1 (NR0B1); P51843; HEK293 Gal4-DAX1 luciferase reporter, luminescence; inhibition, % at 6.75 µM; 340,000 tested, 0.99% active; AID 504766;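 active = inhibition above the mean over all tested compounds plus 3 SD, cut at about 4.2% in these data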;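 note: 0% = DAX1-transfected cells with DMSO and 100% = empty-vector control cells with DMSO; inhibition shows as a rise in luminescence from relieved DAX1 repression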
# Target sequence (P51843 207-470 limits assumed): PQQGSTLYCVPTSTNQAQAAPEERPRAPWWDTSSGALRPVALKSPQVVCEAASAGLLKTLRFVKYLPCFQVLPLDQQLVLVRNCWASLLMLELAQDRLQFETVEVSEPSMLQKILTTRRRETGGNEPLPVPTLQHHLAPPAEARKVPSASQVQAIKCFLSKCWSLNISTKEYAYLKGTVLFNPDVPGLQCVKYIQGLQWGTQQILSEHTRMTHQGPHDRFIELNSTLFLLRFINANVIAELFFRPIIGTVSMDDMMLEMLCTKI
# GC-B act: GC-B (human) receptor activation; P20594; HEK293-GC-B cells, CNP EC30, cGMP TR-FRET; 0% at EC30 CNP, 100% saturating CNP; activation, % at 10 µM; 370,000 tested, 0.11% active;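 active = activation at 10 µM reaching about 35% in either raw or pattern-adjusted values, limit read from the data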
# hcDAF12 agonist: activates DAF-12 receptor from parasite H. contortus. HEK293 hcDAF-12 lit1-tk-luc reporter, luminescence; 0% DMSO, 100% Δ7-dafachronic acid. activation, % at 6.8 µM. 370,000 tested, 1.4% active. AID 652067;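 active = activation above the mean of all tested compounds plus 3 SD, cut at about 5.5% in these data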;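 note: 100% = response to 3 µM Δ7-dafachronic acid high control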
# SMARCA2 act: increases SMARCA2 function in MMTV reporter cells; activation, % at 9.1 µM; 370,000 tested, 1% active; AID 652017; MG213 cells, MMTV-luciferase reporter, dexamethasone, overnight; in the data active = activation above about 7.8%;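 note: 0% = vehicle wells and 100% = reference activator wells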
# proKLK7 act: proKLK7 (human) activation, primary screen; purified proKLK7, EDANS-DABCYL substrate fluorescence; 100% is mature enzyme control, 0% vehicle; activation, % at 7 µM; P49862; 370,000 tested, 0.9% active; AID 652039;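 active = activation above the mean of all tested compounds plus 3 SD, computed per campaign excluding outliers beyond control limits, cut at about 13% in these data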
# Target sequence (P49862 whole entry, looked up): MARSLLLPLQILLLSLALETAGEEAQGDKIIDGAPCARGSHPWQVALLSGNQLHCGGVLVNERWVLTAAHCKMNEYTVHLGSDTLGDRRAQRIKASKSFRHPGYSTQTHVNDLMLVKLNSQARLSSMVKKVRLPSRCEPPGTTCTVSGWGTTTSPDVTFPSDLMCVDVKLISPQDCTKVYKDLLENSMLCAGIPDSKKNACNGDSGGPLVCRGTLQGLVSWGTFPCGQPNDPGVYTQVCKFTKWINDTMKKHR
# FXN GAA850 act: increases GAA850 frataxin promoter reporter activity | HEK293 lucGAA850 FXN promoter luciferase reporter, 24 h; percent of 10 µM SAHA response | activation, % at 6 µM | 360,000 tested, 0.56% active | AID 540364;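 active = activation above the average of all compounds screened plus 3 SD, cutoff fixed separately per campaign, cut at about 7.5% in these data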;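 note: 0% = DMSO wells and 100% = 10 µM SAHA wells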
# ssDAF12 agonist: activates DAF-12 receptor from parasite S. stercoralis; HEK293 ssDAF-12/GRIP1 lit1-tk-luc reporter, luminescence; % of 3 µM dafachronic acid response; activation, % at 6.8 µM; 370,000 tested, 1% active; AID 652126;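 active = activation above the mean over all tested compounds plus 3 SD, cut at about 0.9% in these data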;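 note: 0% = DMSO-only wells and 100% = 3 µM delta7-dafachronic acid wells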
# sPLA2-III inh: Inhibits HGIII-sPLA2 liposome hydrolysis, primary screen. QFRET BODIPY PC-A2 liposome hydrolysis, fluorescence. inhibition, % at 12.2 µM. 370,000 tested, 0.56% active;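 active = inhibition above mean plus 3 SD of compounds lying within the high and low control bounds, cut at about 19% in these data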;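 note: 0% = median of test compound wells and 100% = no enzyme DMSO wells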
# Target sequence (Q9NZ20 whole entry, looked up): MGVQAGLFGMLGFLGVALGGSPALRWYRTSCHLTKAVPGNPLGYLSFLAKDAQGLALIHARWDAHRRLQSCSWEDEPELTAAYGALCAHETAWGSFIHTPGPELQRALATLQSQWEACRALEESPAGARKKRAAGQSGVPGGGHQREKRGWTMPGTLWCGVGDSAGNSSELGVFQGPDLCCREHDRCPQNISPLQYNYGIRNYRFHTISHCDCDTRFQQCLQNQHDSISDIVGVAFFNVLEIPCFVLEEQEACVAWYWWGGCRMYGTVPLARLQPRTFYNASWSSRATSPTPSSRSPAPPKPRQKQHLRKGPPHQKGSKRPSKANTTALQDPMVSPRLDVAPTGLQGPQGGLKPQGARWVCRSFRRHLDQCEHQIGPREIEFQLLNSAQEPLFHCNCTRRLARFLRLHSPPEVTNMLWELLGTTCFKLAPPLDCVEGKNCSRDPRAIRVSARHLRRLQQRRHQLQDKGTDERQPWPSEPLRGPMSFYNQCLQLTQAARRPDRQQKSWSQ
# * hit, by the source's call; x = no result given; & = joins results of further samples. An unsorted share of the library. Share with any hit: about 6.7%.
# Values in the order: ssDAF12 agonist	GC-A act	GC-B act	SMARCA2 act	proKLK7 act	FXN GAA850 act	sPLA2-III inh	hcDAF12 agonist	DAX1 inh-1	hgDAF12 agonist	DAX1 inh-2
CCCn1nc(C(=O)Nc2cc(C(=O)OC)ccc2C)c2ccccc2c1=O
  -1.4	1	-3	1	-0.1	2.1	1	-0.8	0.7	0.9	0.2
Cc1noc(N)c1C(=O)Nc1ccc(F)cc1
  -1.1	2	2	0	-0.3	-0.9	-4	0.7	0.2	-4.0	1.6
COc1cc(CNc2ccc(N3CCCC3)cc2)cc(Cl)c1OC
  -1.4	-13	-8	-6	-5.0	-5.6	2	-0.5	-1.1	-3.6	-0.6
O=C(c1ccc(Cl)s1)N1CCN(c2nc3ccccc3s2)CC1
  -1.2	-7	-7	-1	0.3	1.7	2	-1.9	0.8	-0.7	-2.5
Cc1sc(NC(=O)Cc2ccc3c(c2)OCO3)nc1-c1ccc2c(c1)CCN2C(=O)c1ccccc1F
  -2.1	3	5	-2	0.3	-3.2	-2	-1.7	-0.2	2.5	0.2
CCN(CC(=O)Nc1c(F)cccc1F)C(=O)C1CCC1
  -0.9	3	9	-1	0.0	-1.1	9	-0.2	-0.2	0.1	0.2
CC(=O)c1ccc(N/C=C\C(=O)c2ccc(C)cc2)cc1
  2.0*	4	0	5	0.8	5.5	-12	2.9	2.4	18*	1.9
Cc1cc(N2CCCC2)nc(-c2ccccc2O)n1
  -0.4	-6	-8	1	2.6	1.4	7	3.9	1.0	5.2	0.0
O=C(COC(=O)c1cccc(Cl)c1Cl)NCCN1C(=O)CSC1=O
  0.8	-2	-5	-4	0.5	-0.9	0	9.0*	-0.2	1.1	0.2
C/C(Cn1nc([N+](=O)[O-])cc1C)=N\NC(=O)c1ccc(O)cc1O
  -0.8	-3	-2	4	0.2	1.0	-9	0.9	0.6	3.9	0.9
O=C(Cc1ccccc1)N1CCC(c2ccccc2)C1 (stereo unspecified)
  -0.6	-3	2	7	0.9	3.0	-1	0.6	0.2	2.7	0.5
COc1cccc(CN2CCN(S(=O)(=O)c3ccc(Cl)s3)CC2)c1
  -1.5	-1	-2	1	0.2	-2.3	-10	3.1	-0.9	0.1	0.7
O=C(O)C1CC(O)CN1S(=O)(=O)c1ccc2ccccc2c1 (stereo unspecified)
  -1.3	5	3	0	-0.5	-0.9	0	-1.6	1.5	-0.7	0.2
O=C(Nc1ccccc1N1CCCC1)c1cccc(S(=O)(=O)N2CCOCC2)c1
  -1.2	-3	1	-2	0.5	-0.7	-12	0.0	0.0	-1.6	-2.0
COc1cc(/C=N/NC(=O)COc2cccc(F)c2)ccc1OS(=O)(=O)c1ccc(C)cc1
  -1.9	4	-6	-4	0.1	2.2	-19	-5.8	-1.0	-5.9	-1.8
COc1cc(C(=S)N2CCCC2)ccc1OCC(N)=O
  -1.1	2	-5	0	0.0	-0.2	5	-0.9	-0.4	1.7	-0.3
CCc1nn(CCCC(=O)NCc2ccccc2C)c(=O)c2cc3occc3n12
  -1.2	-5	-9	-2	-0.1	-0.3	3	-2.9	-1.9	-1.6	0.2
C[C@@H]1CN([C@H](C)CO)S(=O)(=O)c2ccc(C#Cc3ccccc3F)cc2O[C@@H]1CN(C)C(=O)Cc1ccccc1
  -1.6	0	-7	-4	-1.6	-2.3	-37	-3.1	-1.1	-5.1	-1.7
CC1(c2nnc(-c3ccccc3)o2)CC(c2c(Cl)cccc2Cl)=NO1 (stereo unspecified)
  -1.0	3	6	-1	-0.3	1.3	2	-1.3	0.0	1.4	2.2
COc1ccccc1N(CC(=O)NC1CCCCC1)C(=O)CCC(=O)Nc1ccccn1
  -1.2	1	3	0	0.1	0.8	-7	-1.6	-0.3	-0.6	-0.3
CCCCCCCn1c2c(c(=N)c3c1CCC3)CCCC2
  -3.6	15	5	-10	0.3	-9.2	7	-5.9	-5.8	-13	-7.5
Cc1cccc(C(=O)NNC(=O)c2ccc(Br)cc2)c1
  -1.3	3	4	0	0.0	1.0	-8	0.6	1.0	0.7	0.4
COc1ccccc1C1=CC(=O)CCC1
  -1.4	6	-1	1	0.1	-2.3	4	0.2	0.0	0.8	0.0
COc1ccc(C(=O)C2CC2)cc1
  -0.6	4	-3	-4	-0.1	2.1	10	1.4	-0.3	5.1	2.0
CN(C)c1ccc(C(CNC(=O)c2ccc(-c3ccccc3)cc2)N2CCOCC2)cc1 (stereo unspecified)
  -1.0	6	0	6	-0.1	-0.5	4	-0.1	1.4	-1.5	0.7
CN1[C@H](Cc2ccccc2)COc2cccc(N3CCCC3)c2S1(=O)=O
  -1.3	8	1	1	1.1	x	2	-2.6	-0.4	2.2	x
O=C(Cn1cncn1)NCCCc1ccccc1
  -1.6	-1	0	-2	-0.5	1.3	5	-1.3	0.0	4.3	0.1
CCOC(=O)C1CCN(Cc2ccc(F)c(Br)c2)CC1
  -1.7	-4	-7	0	-0.7	-1.5	-5	-1.6	0.8	0.4	0.8
COc1ccc(C(=O)N(Cc2cccs2)C2CCS(=O)(=O)C2)cc1 (stereo unspecified)
  -1.2	-4	-3	-3	0.3	2.4	-2	2.8	-0.2	-1.9	0.2
O=C(C1=C[C@H](C2CCCCC2)C[C@H](OCCCCO)O1)N1CCOCC1
  -1.3	-2	1	0	-0.4	3.8	5	-0.9	-0.4	0.2	0.5

# Next section; the last 4 above are carried over.
# Values in the order: ssDAF12 agonist	GC-A act	GC-B act	SMARCA2 act	proKLK7 act	FXN GAA850 act	sPLA2-III inh	hcDAF12 agonist	DAX1 inh-1	hgDAF12 agonist	DAX1 inh-2
O=C(Cn1cncn1)NCCCc1ccccc1
  -1.6	-1	0	-2	-0.5	1.3	5	-1.3	0.0	4.3	0.1
CCOC(=O)C1CCN(Cc2ccc(F)c(Br)c2)CC1
  -1.7	-4	-7	0	-0.7	-1.5	-5	-1.6	0.8	0.4	0.8
COc1ccc(C(=O)N(Cc2cccs2)C2CCS(=O)(=O)C2)cc1 (stereo unspecified)
  -1.2	-4	-3	-3	0.3	2.4	-2	2.8	-0.2	-1.9	0.2
O=C(C1=C[C@H](C2CCCCC2)C[C@H](OCCCCO)O1)N1CCOCC1
  -1.3	-2	1	0	-0.4	3.8	5	-0.9	-0.4	0.2	0.5
O=C(c1ccc(-n2cnnn2)cc1)N1CCN(C(c2ccccc2)c2ccccc2)CC1
  -0.9	7	-7	1	-0.1	-1.9	-6	0.4	-0.3	0.8	1.0
CC(=O)Nc1nc(SCC(=O)NCC2CCCO2)[nH]c(=O)c1NC(=O)c1cccs1 (stereo unspecified)
  -0.8	1	5	0	0.5	1.1	2	-1.5	0.0	3.0	0.8
CCOC(=O)c1cnc2ccc(F)cc2c1Nc1ccc2c(c1)OCCO2
  -2.0	4	9	-5	0.2	0.1	-2	-1.4	-0.9	-4.9	-0.7
Cc1cc(C)n2nc(S(=O)(=O)N(C)c3ccccc3)nc2n1
  -0.9	2	2	0	0.0	0.7	6	-0.3	-0.3	-3.0	1.0
COc1ccc(CNC(=O)c2cc(-c3ccccc3O)n[nH]2)cc1
  -0.6	0	-5	5	-0.6	1.2	-20	0.5	0.2	3.1	0.8
Cc1cc(=O)oc2cc(OCC(O)CN3CCc4ccccc4C3)ccc12 (stereo unspecified)
  -1.6	-5	-8	-1	-1.9	0.6	-8	-0.5	-0.7	-1.3	0.3
CCCS(=O)(=O)NC(=O)C1(C)CCN(C(=O)c2cccc(C(F)(F)F)c2)C1 (stereo unspecified)
  -0.9	2	-5	-5	-0.3	1.5	10	-0.1	-0.1	-2.2	x
CCOC(=O)c1cc(S(=O)(=O)Nc2cccc(OC)c2)cn1C
  -0.9	2	-1	-5	-0.8	-1.2	-3	-2.0	-0.9	-3.1	-1.0
COc1ccccc1N1CCN(C(=O)c2cc3c(C)nc4ccccc4c3o2)CC1
  -2.1	8	0	0	-0.1	-2.5	-4	-4.3	-6.8	-6.0	-0.9
S=C(NNC(=S)NC1CC2C=CC1C2)NC1CC2C=CC1C2 (stereo unspecified)
  -0.9	1	-2	-2	-0.5	1.4	10	2.2	-0.5	2.7	x
O=C(COc1cccc2cccnc12)NNC(=O)Nc1ccccc1
  -1.6	-1	0	1	-0.1	0.5	-6	0.4	-0.5	-2.1	0.5
COc1ccc(-c2nc(SCC(=O)N3CCCC3)n[nH]2)cc1
  -1.3	2	-2	-1	-0.3	1.0	3	-1.6	-0.4	0.8	-1.7
Cc1ccc(C(=O)NCC(=O)OCC(=O)Nc2cc(C)c(C)cc2[N+](=O)[O-])cc1
  -1.6	2	-6	5	0.8	0.3	-2	-0.8	0.0	1.2	-0.2
CN(C)CCCNCCCNC(=O)c1ccco1
  -0.6&-0.2	-1&0	0&1	-1&0	-0.7&-0.1	-0.5&3.0	-3&5	0.5&0.3	-0.4&0.3	1.6&0.1	0.3&0.1
Cn1c(=O)[nH]c(=O)c2c1nc(CN1CCN(c3cccc(Cl)c3)CC1)n2Cc1ccccc1Cl
  -1.0	-14	4	-2	0.0	-1.7	1	-1.3	-1.3	0.6	-0.2
CN(CC(=O)Nc1cccc(F)c1)C(=O)c1cc(S(=O)(=O)N2CCN(c3ccccc3)CC2)ccc1Cl
  -1.9	-6	4	-4	0.1	-3.6	-35	-2.2	-4.1	-3.0	-1.6
C=CCN(c1ccc(C(=O)NCCN2CCOCC2)cc1)S(C)(=O)=O
  -1.2	0	3	-3	0.1	-0.6	1	-1.4	0.1	0.7	-0.5
CCOCCCNC(=O)C(NC(=O)c1ccc2c(c1)OCO2)c1ccc(Cl)cc1 (stereo unspecified)
  -1.4	-5	-2	-3	-0.1	-0.5	4	-0.8	-0.3	-2.4	0.1
O=C(CN1CCCCC1)NC(=O)Nc1ccccc1F
  -0.6	5	0	2	0.0	2.9	3	7.0*	2.2	5.2	0.5
O=C(Nc1ccccc1-c1ccccc1)c1ccccc1
  -2.1	-1	-2	-1	0.6	2.4	-3	-0.4	0.1	0.4	-0.7
COc1cccc(N2CCN(C(=O)C3CCN(S(=O)(=O)c4cccs4)CC3)CC2)c1
  -1.4	3	5	-6	0.0	1.7	-8	-0.4	-0.8	-3.9	0.1
CO[C@H]1CC[C@@]2(C)[C@@H](CC[C@@H]3[C@@H]2CC[C@@]2(C)[C@H]3C[C@H](C(=O)O)O[C@]23CCCO3)C1
  -0.3	3	-3	1	-0.2	-0.2	-2	0.4	0.7	-0.7	0.1
COC(=O)C1CCN(C(=O)COC(=O)c2n[nH]c3ccccc23)CC1
  -1.5	0	5	0	0.6	-0.8	0	0.9	-0.1	1.1	-0.6
CC/C(=N/N=C(\CC)c1ccccc1)c1ccccc1
  0.0	-8	-1	-2	-0.2	1.1	6	-1.9	-0.2	0.1	1.1
CN(C)c1nc(N)nc(CSc2nc3c(c(=O)n(C)c(=O)n3C)n2Cc2ccccc2F)n1
  0.3	3	7	0	0.0	1.7	5	2.3	1.3	-3.2	-0.6
